MmCpn inh = M. maripaludis TRiC chaperonin inhibition. purified Mm-Cpn ATPase, ADP Transcreener TR-FRET. Potency, µM (titrated, usually from 76.9 µM), for the others: at the top dose activity, negative = inhibition, usual class: inhibitors. hit rate 0.031% among 330,000. AID 504842; note: potency is the fitted concentration of half-maximal effect; % is set by controls: 0 for no effect and ±100 for the full control effect; nearly all actives have a fitted effect of over 80% in size
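ATPase read-out: TR-FRET ADP immunoassay (anti-ADP Eu cryptate vs ADP-d2), ex 320 nm, em 590/665 nm; signal drops as ADP forms. Enzyme 25 nM, ATP 10 uM, 30 min at 37°C after 10 min compound preincubation.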
EPAC1 ag = activates human EPAC1 exchange factor; O95398; EPAC1 agonist qHTS, biochemical assay; response scale: 100% = response to 6.5 mM cAMP; Potency, µM (highest dose often 154 µM), without a hit: at the highest dose activation, actives largely listed as activators; hit rate 0.073% among 360,000; AID 720707; note: potency is the fitted concentration of half-maximal effect; nearly all actives have a fitted effect of over 60% in size
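Multi-concentration qHTS readout: loss of Rap1B-bound BODIPY-GDP fluorescence driven by 100 nM EPAC1 with excess GDP (50 uM), monitored kinetically at room temperature; agonist response expressed relative to 6.5 mM cAMP.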
PLK1 PBD block = PLK1 (human) polo-box domain binding inhibition. Plk1 PBD binding of FITC phosphopeptide, fluorescence polarization. Potency, µM, inactives show max response, negative = inhibition, hits mostly inhibitors. hit rate 2.8% among 360,000. AID 720504; note: potency is the fitted concentration of half-maximal effect; series mostly up to about 57 µM; % is set by controls: 0 for no effect and ±100 for the full control effect; nearly all actives have a fitted effect of over 65% in size
WRN helicase inh = inhibitors of human WRN helicase. Q14191. WRN helicase unwinding, fluorescent forked duplex, kinetic. Potency, µM (series often up to 114 µM), for the others: at the top dose activity change, negative = inhibition, actives largely listed as inhibitors. hit rate 0.46% among 360,000. AID 651768; note: potency is the fitted concentration of half-maximal effect; % is set by controls: 0 for no effect and ±100 for the full control effect; nearly all actives have a fitted effect of over 55% in size
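Fluorescence dequenching readout, ex 525 nm/em 598 nm, kinetic mode: forked duplex DNA (100 nM final) with adjacent fluorophore and quencher unwound by WRN (20 nM final) with 2 mM ATP. Compound preincubation 15 min, room temperature.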
PI5P4K alpha inh = blocks human PI5P4K alpha kinase activity | hit rate 1.2% among 330,000 | P48426 | max response, % | PI5P4Kalpha enzyme, ADP-Glo luminescence, 60 min; active compounds read low; active = max response of -50% or lower; inconclusive = between -30% and -50%; inactive = -30% or higher; note: value at the top dose of about 77 µM; % is set by controls: 0 for no effect and ±100 for the full control effect
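ADP-Glo luminescence end-point read after a 60 min room-temperature kinase reaction of PI5P4Kalpha plus substrate, initiated with ATP at 5 microM final. Buffer: 0.038 M HEPES pH 7.4, EGTA, 0.1% CHAPS, 5% DMSO.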
EPAC1 antagonist = antagonists of human EPAC1. EPAC1 GEF assay, Rap1b-BODIPY-GDP exchange fluorescence. AID 720709. hit rate 0.14% among 360,000. Potency, µM (highest dose often 115 µM), for inactives: at the highest dose activity change, negative = inhibition, usual class: inhibitors;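 note: potency is the fitted concentration of half-maximal effect; plate controls were vehicle for no effect and positive control for full effect; nearly all actives have a fitted effect of over 50% in size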
CCT modulator = modulators of cytosolic chaperonin (CCT/TRiC) activity; activity change, % (no concentration beside the values), hits read low; AID 651819; hit rate 0.3% among 360,000; purified chaperonin ATPase assay, HTRF ADP detection, 30 min; in the data active = activity change below about -30%; note: % is set by controls: 0 for no effect and ±100 for the full control effect
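First, chaperonin was dispensed at 40 nM or 20 nM final depending on batch activity. Next, compounds were pinned at 76 uM and ATP added at 10 uM. After 30 min at 37 °C, ADP detection reagents ran 30 min at ambient temperature.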
EPAC2 antag = antagonists of human EPAC2; Q8WZA2; EPAC2 GEF exchange of Rap1B-BODIPY-GDP, fluorescence; Potency, µM (titrated, usually from 114 µM), inactives show top-dose activity, negative = inhibition, actives largely listed as inhibitors; hit rate 0.18% among 360,000; note: potency is the fitted concentration of half-maximal effect; % is set by controls: 0 for no effect and ±100 for the full control effect; nearly all actives have a fitted effect of over 45% in size; many of its hits are not listed in these tables
* marks the source's active call; other numbers are inactive results; ? = inconclusive; . = no result given; [ ] = another dose, or the depositor's remark. Unless noted, calls come from the whole dose curve; as a rule, active = well fitted curve in the direction sought with a large enough effect; inconclusive = small, poorly fitted or top-dose-only effect, or another doubt; inactive = no such curve, though single readings can be large; an effect the other way counts as inactive or inconclusive. The list is partial; the hit share may differ from the screen's.

Preview (3 entries):
SMILES	MmCpn inh	EPAC1 ag	PLK1 PBD block	WRN helicase inh	PI5P4K alpha inh	EPAC1 antagonist	CCT modulator	EPAC2 antag
CC1CC2(CCCCC2)N2C(=O)C(=O)c3cccc1c32 (stereo not given)	1%	8%	-29%	-7%	.	-3%	0.6	-20%
O=C(NC(=S)NCc1cccnc1)c1cc2ccccc2o1	-3%	0%	1%	-1%	-3	2%	-1.2	0%
COc1cc2ccccc2cc1C(=O)N/N=C/c1cccnc1	-10%	-8%	7%	1%	-4	-23%	-35*	-9%

This part in full, previewed entries included:
SMILES	MmCpn inh	EPAC1 ag	PLK1 PBD block	WRN helicase inh	PI5P4K alpha inh	EPAC1 antagonist	CCT modulator	EPAC2 antag
CC1CC2(CCCCC2)N2C(=O)C(=O)c3cccc1c32 (stereo not given)	1%	8%	-29%	-7%	.	-3%	0.6	-20%
O=C(NC(=S)NCc1cccnc1)c1cc2ccccc2o1	-3%	0%	1%	-1%	-3	2%	-1.2	0%
COc1cc2ccccc2cc1C(=O)N/N=C/c1cccnc1	-10%	-8%	7%	1%	-4	-23%	-35*	-9%
CN(C)CCCNc1nc2cc(-c3ccn[nH]3)sc2c(=O)n1C	.	-14%	-6%	2%	-2	-6%	2.0	7%
CN1C[C@@H]2[C@@H]3C(=O)N(C)C(=O)[C@@H]3[C@](C)(C1=O)N2C(=O)c1ccc(C(C)(C)C)cc1	.	-10%	-5%	10%	-1	-3%	0.1	-2%
CCN(CC)CCn1c(=S)[nH]c2cc(C(=O)NCc3ccc(C)cc3)ccc2c1=O	0%	6%	-7%	-2%	-13	10%	-0.3	-1%
CC(C)c1ccc(OC(=O)NCCO)cc1	-1%	0%	-7%	2%	13	10%	2.7	14%
COc1ccc(CCn2c(NCCCN3CCOCC3)nc3c2c(=O)[nH]c(=O)n3C)cc1	1%	8%	-1%	0%	0	-6%	-1.2	-4%
O=C(Nc1ccccc1)c1cc(C2CCCCN2C(=O)c2ccccc2)on1 (stereo not given)	.	-13%	-5%	3%	1	2%	0.9	-3%
CCOc1ccccc1N(CC(=O)NC(C)(C)C)C(=O)CCC(=O)Nc1nccs1	-1%	-19%	2%	2%	1	-2%	-0.9	12%
Cc1cc(NC(=O)CSc2nnc(C(F)(F)F)n2C)no1	0%	-1%	3%	5%	-4	-16%	-3.7	5%
CCCn1c(NC(=O)c2ccc(Br)cc2)nc2ccccc21	0%	1%	0%	-4%	.	0%	-0.8	0%
CCOC(=O)Nc1ccc2c(c1)N(C(=O)CN)c1ccccc1CC2	-2%	5%	3%	3%	-3	15%	0.0	2%
O=C(O)CC1CCCC(c2ccccc2)C1=O (stereo not given)	-2%	3%	2%	2%	.	8%	-8.3	-1%
COc1cccc(-c2csc(N3CCN(C(=O)Nc4ccccc4Cl)CC3)n2)c1	-24%	25%	-8%	-8%	1	0%	-3.8	4%
CCCc1nc(SCC(=O)N2CCOCC2)c2c(C)c(C)sc2n1	-2%	3%	0%	1%	0	-13%	-1.2	-7%
Cc1c(CCC(=O)NCCCn2ccnc2)c(=O)oc2c(C)c3occ(C(C)(C)C)c3cc12	-7%	-1%	-9%	6%	8	-32%	0.3	5%
O=C(Nc1ccc(C(=O)N2CCN(c3ccccn3)CC2)cc1)c1ccc(Br)o1	-2%	-5%	-10%	-4%[11.6 µM]	-22	0%	0.9	10%
Cc1ccccc1-n1ncc2c([N+](=O)[O-])cc([N+](=O)[O-])cc21	0%	7%	-11%	-8%	-9	6%	2.5	-4%
COc1cc(/C=C(\C#N)C(=O)NCC2CCCO2)ccc1OCC(N)=O (stereo not given)	0%	-5%	-1%	-3%	2	-18%	1.2	8%
O=C(NCCCN1CCCC1)c1ccc2c(c1)N(Cc1ccc(F)cc1)C(=O)c1ccccc1S2=O (stereo not given)	0%	-6%	-13%	1%	0	1%	-1.0	7%
Cc1[nH]nc2c1C1(CCN(C(=O)OCc3ccccc3)CC1)C(C#N)=C(N)O2	-16%	4%	-11%	9%[57.1 µM]	-16	-16%	-2.1	-9%
CCCCN1C(=O)C(=O)N(CC(=O)Nc2ccc(OC(F)(F)F)cc2)C1=O	2%	-14%	0%	-5%	6	-9%	-0.4	-3%
CCCCCC/C=C/c1ccc([C@H]2[C@H]3C=CC[C@@H](C)[C@@H]3C(=O)N2Cc2ccccc2)c(F)c1	1%	-16%	3%	6%	8	-18%	0.6	10%
COC(=O)C[C@@H]1C=C[C@@H](NC(=O)c2ccc3c(c2)OCO3)[C@@H](CO)O1	.	-10%	-3%	9%	-11	-14%	.	1%

As entered above.
EPAC2 antag result of CCOc1ccccc1N(CC(=O)NC(C)(C)C)C(=O)CCC(=O)Nc1nccs1 is entered as 12%
EPAC1 antagonist result of CCCn1c(NC(=O)c2ccc(Br)cc2)nc2ccccc21 is entered as 0%

Following part
SMILES	MmCpn inh	EPAC1 ag	PLK1 PBD block	WRN helicase inh	PI5P4K alpha inh	EPAC1 antagonist	CCT modulator	EPAC2 antag
COC(=O)c1cc(=O)n(C2CC2)c(=NC2CC2)s1	0%	13%	-11%	-3%	.	-1%	-2.3	1%
Cc1ccc(S(=O)(=O)Cn2nnnc2C(C(C)C)N2CCSCC2)cc1 (stereo not given)	0%	19%	-11%	-14%	.	-7%	0.2	-14%
CCOC(=O)C1C(=O)C(C(=O)OCC)C(c2cccnc2)NC1c1cccnc1 (stereo not given)	-4%	-1%	-9%	2%	7	9%	-2.3	9%
C=CCNC(=S)NNC(=O)c1cccnc1	-1%	8%	-9%	2%	3	2%	-0.4	5%
O=C(CSc1nc(-c2ccc(F)cc2)cc(C(F)(F)F)n1)NCCN1CCOCC1	0%	-6%	-8%	-2%	-6	3%	-0.4	-4%
COc1ccc(/C=C/C(=O)NCC(c2ccc(F)cc2)N2CCOCC2)cc1OC (stereo not given)	-1%	-17%	-11%	0%	-3	-8%	-1.5	19%
CC1CCN(CCCNC(=O)c2nn(C)c3c2CS(=O)(=O)c2ccccc2-3)CC1	0%	7%	-12%	3%	-2	4%	-0.9	3%
CC1Cc2ccccc2N1C(=O)CCN1C(=O)C2C3C=CC(C3)C2C1=O (stereo not given)	-2%	2%	-1%	-14%	3	13%	1.2	15%
CC(=O)OC[C@H]1O[C@@H](Oc2cc(O)cc3oc(-c4ccc(O)cc4)cc(=O)c23)[C@H](O[C@@H]2O[C@@H](C)[C@H](O)[C@@H](O)[C@H]2O)[C@@H](O)[C@@H]1O	0%	-12%	2%	-4%	3	1%	1.4	4%
CCN(CC)c1ccc(C=O)c(OC)c1	3%	10%	-16%	-26%	2	?	-3.8	6%
Nc1nncn1C(=O)c1ccccc1Cl	0%	4%	-8%	-6%	.	3%	2.0	19%
COc1ccc(CNC(=O)N2CCN(c3ccccc3OC)CC2)cc1	-2%	3%	-5%	3%	1	14%	2.2	8%
COc1ccccc1-n1c(SC)nc(O)cc1=O	0%	5%	-3%	-1%	4	0%	0.5	7%
Cc1cc(S(=O)(=O)N2CCCC2C(=O)N2CCOCC2)c(C)cc1Cl (stereo not given)	-2%	-9%	-5%	5%	0	10%	2.2	5%
CSc1cccc(NC(=O)c2ccc(NC3=NC4CS(=O)(=O)CC4S3)cc2)c1 (stereo not given)	-8%	0%	-7%	6%	-1	9%	-2.3	19%
CCc1cc2c(=O)[nH]c(-c3ccccn3)nc2s1	1%	-3%	-25%	-21%	-8	-6%	-0.5	3%
COc1ccc(S(=O)(=O)N(C)CC(=O)N2CCN(Cc3ccccc3)CC2)cc1C	0%	3%	-2%	-3%	.	9%	-0.4	-2%
COc1ccc(CN(C(=O)c2cc3ccccc3oc2=O)C2CCS(=O)(=O)C2)cc1 (stereo not given)	1%	-5%	-3%	-5%	-1	-9%	-0.3	15%
COc1ccc(N(CC(=O)N2CCN(C)CC2)S(C)(=O)=O)cc1OC	-3%	0%	2%	-8%	-1	-1%	-0.3	-2%
Cc1ccc(OC(=O)CCc2c(C)nc3ncnn3c2C)cc1	-1%	-2%	1%	-2%	.	10%	0.9	5%
O=C(CSc1nnc(C2CC2)n1C1CC1)c1cccs1	-2%	1%	-19%	2%	-7	16%	-1.4	0%
COc1cccc(C(=O)N2CCC(C(=O)N3CCN(C)CC3)CC2)c1	0%	6%	-10%	1%	1	8%	1.8	2%
C/C(=N\NC(=O)Cn1nc(C)c([N+](=O)[O-])c1C)c1ccco1	-1%	0%	-7%	-14%	2	-7%	-0.7	3%
COc1ccc(C(=O)NCC2CCCN2S(=O)(=O)c2cccs2)cc1 (stereo not given)	-2%	4%	-7%	-23%	11	-12%	-0.8	-1%
CC(C)CN(CCNC(=O)CN1N=C(c2ccc(Cl)cc2)CCC1=O)CC(C)C	1%	-3%	3%	6%	-2	1%	1.4	4%
(more compounds)
SMILES	MmCpn inh	EPAC1 ag	PLK1 PBD block	WRN helicase inh	PI5P4K alpha inh	EPAC1 antagonist	CCT modulator	EPAC2 antag
CCOC(=O)C1=CN(C(C)C)CCC1=O	.	-1%	-11%	7%	-6	-11%	-1.2	17%
COc1ccccc1NC(=O)c1sc2ncn(Cc3cccc(C)c3)c(=O)c2c1C	-4%	6%	4%	-12%	.	-7%	-2.6	-2%
Cc1ccc(OCCCCn2cnc3ccccc32)cc1	1%	-9%	-3%	-4%	3	-8%	-1.7	-9%
S=c1nc(NCc2ccc3c(c2)OCO3)c2ccccc2[nH]1	0%	7%	-16%	5%	2	0%	0.1	7%
O=C(CSc1nnc(-c2ccco2)n1-c1ccccc1)Nc1c(Cl)cc(Cl)cc1C(=O)O	0%	-10%	-1%	-16%	-18	-8%	-2.5	1%
CCNC(=O)c1cc2ccccc2o1	-3%	5%	-6%	-24%	6	6%	-0.2	3%
CN(C(=O)c1cccc(NC(=O)C2CCN(C(=O)OC(C)(C)C)CC2)c1)C1CCC1	0%	7%	-14%	6%	0	9%	0.9	-14%
Cc1sc(NC(=O)c2ccco2)c(CN2CCC(C)CC2)c1C	1%	1%	-7%	-3%	-7	4%	-2.2	-4%
CCSC(C)CC1C/C(=N/O)c2c(C)noc2C1 (stereo not given)	1%	11%	-10%	-1%	.	7%	0.6	8%
N#CC1=C(N)Oc2c(ccc3cccnc23)C1c1ccncc1 (stereo not given)	-2%	3%	-10%	3%	0	14%	2.1	-4%
O=C(Cn1cccc1C(=O)c1ccccc1)NCc1ccc(F)cc1	0%	-2%	2%	-1%	-5	14%	-1.7	2%
CC1CCN(S(=O)(=O)c2ccc(NC(=O)CCNC(=O)c3ccc(Cl)cc3)cc2)CC1	2%	9%	-1%	4%	-2	-5%	-2.1	2%
Cc1ccnc(NC(=O)c2cccc(NC(=O)COc3ccccc3)c2)c1	-5%	7%	-6%	-2%[57.1 µM]	.	23%	-1.3	-1%

Bioassay records as filed in PubChem BioAssay.
